# Screening data as filed in PubChem BioAssay.
# Cneo AK release: Cryptococcus neoformans cell lysis inducers, primary screen, AK release luminescence, single concentration. 0.2% of 360,000 active. C. neoformans lysis, adenylate kinase release luminescence, 4 h; normalised: neutral wells 0, clomiphene wells 100. lysis activity, % at 15 µM;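 active = mean lysis activity across replicates of at least 80%, whatever share of replicates individually reach that level; inactive = mean lysis activity below 80%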
#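 Assay system: C. neoformans cells. Amount: yeast cell density of 5 × 10^6 cells/mL. Technique: AK luminescence. Buffer or medium: YPD. Times: static 4 h at 37 °C with compound, 1 h detection. Dosing: single-point compound dose. Read-out: lysis from increased AK signal.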
# RAD52 anneal inh: RAD52 DNA annealing inhibitors, primary screen, biochemical, FRET, single point, set 2. DNA repair protein RAD52 homolog (Homo sapiens), P43351. recombinant RAD52 DNA annealing, FRET fluorescence. inhibition, % at 18.7 µM. 0.46% of 360,000 active. AID 651710, 2012;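 active = every replicate showing at least 50% inhibition; inconclusive = mean inhibition at least 50% but not in every replicate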
# E-sel inducer: E-selectin induction in HUVECs, primary screen, imaging, HUVEC, immunofluorescence imaging, single point; 0.37% of 260,000 active; activation, % at 7.58 µM; normalized: neutral wells 0, TNF-alpha wells 100;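 active = mean E-selectin-positive cell signal at least 10% of the positive control, reached in at least 60% of replicates, without over 20% cell loss; inconclusive = no rule given, readout overlaps actives, possibly toxicity-flagged; inactive = the rest, including those meeting only one limit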;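 also: in these data hits start at about 27%; measured in HUVEC primary endothelial cells; signal is the percent of cells scored E-selectin positive by PE staining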
#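 Read-out: % PE-positive cells | Test system: HUVEC | Doses: One compound dose added by pin transfer | Buffer or medium: EGM-2 over gelatin coat | Signal: Immunofluorescence imaging | Benchmarks: TNF-alpha, DMSO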
# miR-122 sensor: miR-122 Renilla sensor signal increase in Huh7, primary screen, miR-122 inhibitor project, cell-based, single point, plate reader | Huh7 miR-122 Renilla luciferase sensor, 48 h; neutral wells = 0, positive control = 100 | activation (reporter increase), % at 12.5 µM | 0.3% of 340,000 active;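 active = mean replicate activation score at least 90 and every replicate individually at or above 90; inconclusive = only one of the two criteria met; inactive = neither criterion met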;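 also: higher luciferase means less miR-122 activity so hits act as miR-122 inhibitors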
# RAD54 inh: inhibitors of human RAD54 branch migration, primary screen, biochemical, fluorescence, single point; DNA repair and recombination protein RAD54-like (Homo sapiens), Q92698; RAD54 Holliday junction branch migration, FAM/BHQ fluorescence; inhibition, % at 10.4 µM; 0.14% of 360,000 active;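 active = mean normalized replicate activity at least 40 and at least half of replicates scoring 40 or more; inconclusive = only one of the two criteria met; inactive = mean below 40 and under half of replicates reaching 40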;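 also: 0% = median of neutral control wells and 100% = median of positive control wells; inhibitors cause a drop in the FAM fluorescence signal; in these data hits start at about 50%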
# ERAP1 inh: human ERAP1 aminopeptidase inhibitors, primary screen, biochemical, single point, plate reader | Endoplasmic reticulum aminopeptidase 1 (Homo sapiens), Q9NZ08 | recombinant ERAP1, Leu-AMC fluorescence, 60 min | inhibition, % at 10.7 µM | 0.15% of 340,000 active | AID 652197, 2013;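 active = mean replicate inhibition of at least 30%, or all replicates individually reaching that 30% level; inactive = mean below 30% and not every replicate reaching it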;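 also: 0% = neutral control wells and 100% = L-leucinethiol positive control wells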
# Target sequence (Q9NZ08 whole entry, looked up): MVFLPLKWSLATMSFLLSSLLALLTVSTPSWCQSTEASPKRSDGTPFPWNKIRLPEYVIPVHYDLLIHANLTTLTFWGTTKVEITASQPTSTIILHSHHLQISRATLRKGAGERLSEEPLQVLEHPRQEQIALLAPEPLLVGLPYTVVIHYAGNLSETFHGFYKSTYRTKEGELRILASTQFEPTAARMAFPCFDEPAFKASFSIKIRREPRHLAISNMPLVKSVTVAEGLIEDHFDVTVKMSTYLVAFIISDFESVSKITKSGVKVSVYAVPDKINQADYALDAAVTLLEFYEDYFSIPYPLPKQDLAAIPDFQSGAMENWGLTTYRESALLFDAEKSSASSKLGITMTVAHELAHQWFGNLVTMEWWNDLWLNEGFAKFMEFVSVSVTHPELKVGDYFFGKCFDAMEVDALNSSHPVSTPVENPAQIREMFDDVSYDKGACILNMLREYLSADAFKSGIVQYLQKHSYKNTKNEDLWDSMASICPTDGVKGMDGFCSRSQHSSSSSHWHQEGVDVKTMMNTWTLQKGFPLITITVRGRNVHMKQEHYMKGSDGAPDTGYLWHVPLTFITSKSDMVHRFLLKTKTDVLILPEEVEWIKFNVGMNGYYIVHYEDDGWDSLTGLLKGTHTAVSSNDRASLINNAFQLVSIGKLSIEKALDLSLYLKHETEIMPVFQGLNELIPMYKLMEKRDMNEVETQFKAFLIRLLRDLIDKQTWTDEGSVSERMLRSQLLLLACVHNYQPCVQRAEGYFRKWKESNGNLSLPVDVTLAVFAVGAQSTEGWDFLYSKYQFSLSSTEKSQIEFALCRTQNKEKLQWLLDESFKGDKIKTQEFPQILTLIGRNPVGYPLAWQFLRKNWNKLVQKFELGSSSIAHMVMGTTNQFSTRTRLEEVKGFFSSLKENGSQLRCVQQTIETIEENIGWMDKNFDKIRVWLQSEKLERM
# PglD inh: C. jejuni PglD acetyltransferase inhibitors, primary screen, biochemical, DTNB colorimetric, single point | inhibition, % at 12.5 µM | 0.098% of 360,000 active | purified PglD enzyme, DTNB colorimetric CoA detection; in the data active = inhibition above about 16%, passing the limit was not always enough; inconclusive = no clear call, values can overlap the other calls; also: strong numbers were not always called active
# PGC1a acetyl inh: inhibitors of PGC1a acetylation signal, primary screen, cell-based, U2OS, AlphaScreen, inhibitor mode; inhibition, % at 15.6 µM; 0.17% of 350,000 active; AlphaScreen anti-acetyl-lysine; with virally co-expressed GCN5 acetyltransferase;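 active = every replicate shows inhibition of at least 40%; inconclusive = mean inhibition at least 40% but some replicate below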;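 also: 0% = neutral control wells and 100% = positive control wells; some results beyond the cut were filed as inactive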
# An asterisk follows results filed as active; ? = inconclusive; . = not tested or not shown; & = joins results of further samples; [ ] = remark or other dose.
SMILES,Cneo AK release,RAD52 anneal inh,E-sel inducer,miR-122 sensor,RAD54 inh,ERAP1 inh,PglD inh,PGC1a acetyl inh
CNC(=O)c1nn(C)c(=O)[nH]c1=O,5,-13,-0.1,0,-1,2,0,6
COC(=O)c1ccc(Cl)c(NC(=O)NC23CC4CC(CC(C4)C2)C3)c1,3,.,.,0,2,.,-2,-33
CC(=O)Nc1ccc(NC(=O)C(C)OC(=O)c2cccc(S(=O)(=O)N3CCCC3)c2)cc1 (configuration not stated),0,-2,.,.,-7,18,-3,.
COc1ccc(N2CCN(C(=O)CCc3nnc4ccc(N5CCCC5)nn34)CC2)cc1,1,-7,.,-6,-1,0,3,0
COc1ccccc1Cc1c(-c2ccc(C)cc2)nc2ccc(Cl)cn12,-2,-30,0.4,-4,-4,-2,-2,14
COc1ccc(CCNC(=O)c2ccc(F)c(S(=O)(=O)N3CCCCC3)c2)cc1,1,-13,-0.1,2,-3,-1,3,-6
O=C(COC(=O)c1ccccc1F)c1ccc(-n2nncc2-c2ccco2)cc1,-5,.,.,5,-11,.,5,-3
Cc1cc(NC(=O)Cn2nc3c(cc2=O)CCCC3)ccc1Br,2,.,.,-1,-3,.,3,-6
O=C(c1cc(C2CCCCN2C(=O)OCCF)on1)N1CCOCC1 (configuration not stated),-2,3,0.0,-10,-13,6,2,1
Cc1nc2ccc(C(=O)NCCCn3ccnc3)cn2c1N(C)CC1CCCCC1,0,13,-0.1,-3,-5,-2,0,-27
O=c1oc2c3c(nn2c2ccccc12)CCCC3,0,-1,.,.,-9,-1,-2,-10
CCOC(=O)c1c(CN2CCN(C)CC2)n(-c2ccccc2)c2cc(Br)c(O)cc12,.,-2,1.6,.,.,-2,.,3
CC(C)OCC(O)CSc1ccccn1 (configuration not stated),-1,.,.,1,-10,.,3,4
C[C@@H]1CN([C@H](C)CO)C(=O)c2cc(C3=CCCCC3)cnc2O[C@H]1CN(C)CC1CCOCC1,-2,-6,0.1,8[16.7 µM],4,-2,5,-6
COc1ccc(Oc2ccc(S(=O)(=O)N3CCCCC3)cc2S(=O)(=O)N2CCCCC2)cc1,0,-6,-0.1,.,-12,0,4,3
O=C(NC1CCC(O)CC1)c1ccc(Br)o1 (configuration not stated),2,-13,-0.2,2,-3,1,5,-9
COc1cccc(-n2nnnc2SCC(=O)N2CCCc3ccccc32)c1,-6,.,.,-4,10,.,-5,-4
Cc1cc(C)cc(N2C(=O)CC(N(C(=O)c3ccco3)c3cc(C)cc(C)c3)C2=O)c1 (configuration not stated),-2,.,.,-5,11,.,3,0
CCCCn1cnc2c(SCc3ccccc3Cl)nc(N)nc21,-4,-2,0.2,.,-1,1,0,1
Cc1ccc(NC(=O)COc2ccc3c(c2)OCO3)c(Cl)c1,-1,-5,-0.3,0,-4,-3,3,-3
CC(C)(CNC(=O)c1ccc(-c2ccccc2Cl)o1)N1CCOCC1,0,-3,-0.1,-3,5,-7,-7,4
O=S(=O)(N[C@H]1CC[C@H](CCn2cc(-c3cccc(F)c3)nn2)O[C@H]1CO)c1ccc(F)cc1,3,-8,-0.5,.,-16,-2,4,-13
CN1C(=O)[C@H]2[C@@H](C3CC3)N3C(=O)CN(CCO)C(=O)[C@@]3(Cc3ccccc3)[C@H]2C1=O,0,-14,0.0,1,-2,-3,-10,3
CNC[C@@H]1OCCCC[C@@H](C)Oc2ccc(NS(C)(=O)=O)cc2C(=O)N([C@@H](C)CO)C[C@@H]1C,0,-9,2.3,3[16.7 µM],-5,0,3,3

# 3 of the compounds above, as tab-separated lines:
SMILES	Cneo AK release	RAD52 anneal inh	E-sel inducer	miR-122 sensor	RAD54 inh	ERAP1 inh	PglD inh	PGC1a acetyl inh
CCOC(=O)c1c(CN2CCN(C)CC2)n(-c2ccccc2)c2cc(Br)c(O)cc12	.	-2	1.6	.	.	-2	.	3
CC(=O)Nc1ccc(NC(=O)C(C)OC(=O)c2cccc(S(=O)(=O)N3CCCC3)c2)cc1 (configuration not stated)	0	-2	.	.	-7	18	-3	.
CCCCn1cnc2c(SCc3ccccc3Cl)nc(N)nc21	-4	-2	0.2	.	-1	1	0	1

# (cont.)
SMILES,Cneo AK release,RAD52 anneal inh,E-sel inducer,miR-122 sensor,RAD54 inh,ERAP1 inh,PglD inh,PGC1a acetyl inh
COc1ccc(Br)cc1C(=O)CCC(=O)OCC(=O)Nc1cc(C(N)=O)cc(C(N)=O)c1,0,-16,-0.2,8,-8,-3,2,4
O=C(CC1(C(=O)O)CCCC1)N1CCOCC1,1,.,.,-13,-5,.,4,2
CNC[C@@H]1Oc2ccc(NS(=O)(=O)c3cn(C)cn3)cc2CC(=O)N([C@H](C)CO)C[C@H]1C,-2,11,0.0,8[16.7 µM],-5,4,0,2
C[C@H]1CN([C@@H](C)CO)C(=O)CCCn2cc(nn2)CO[C@@H]1CN(C)C(=O)Nc1ccc(F)cc1,-2&-12,5&17&-13,-0.4&0.0,-4,-2&5,-9&0&2,2&-9,-6&2&-1
O=C(c1ccc(F)cc1)N1CC(=O)N2[C@@H](CO)[C@H](c3ccc(C#Cc4ccc(F)cc4)cc3)[C@@H]2C1,.,-22,-0.8,.,.,0,.,-11
C[C@H](CO)N1C[C@H](C)[C@H](CN(C)Cc2ccc(C(=O)Nc3ccccc3N)cc2)Oc2c(NC(=O)c3ccncc3)cccc2C1=O,6,4,0.0,-5[16.7 µM],7,-1,3,?
CC(C)NC(=O)Nc1ccc2c(c1)CC(=O)N([C@@H](C)CO)C[C@@H](C)[C@@H](CN(C)Cc1ccc(Oc3ccccc3)cc1)O2,109*,-7,-4.4,-2[16.7 µM],-11,5,6,-21
CC(C)NC(=O)N(C)C[C@@H]1Oc2cc(-c3ccccc3)ccc2S(=O)(=O)N([C@H](C)CO)C[C@H]1C,0,6,-0.1,21[16.7 µM],-8,5,4,1
COc1ccc(S(=O)(=O)N(C)C[C@H]2OCCCC[C@H](C)Oc3ccc(NS(=O)(=O)c4ccc(C)cc4)cc3C(=O)N([C@H](C)CO)C[C@@H]2C)cc1,-3,16,0.3,2[16.7 µM],4,2,2,16
CC(=O)Nc1ccc(S(=O)(=O)NC2CC(=O)N(c3ccc(C)cc3)C2)cc1 (configuration not stated),.,-5,.,-6,.,2,.,11
CCCCNC(=O)C1Cc2cc(S(=O)(=O)N3CCCC3)ccc2N1C(C)=O (configuration not stated),1,-6,.,-1,0,-4,3,-5
COCC(=O)Nc1ccc2c(c1)C(=O)N(C)[C@H]1CC[C@H](CC(=O)OC)O[C@H]1CO2,2,.,0.2,25[16.7 µM],-9,.,0,4
C[C@H]1CN([C@@H](C)CO)C(=O)Cc2cc(NC(=O)CCC(F)(F)F)ccc2O[C@H]1CN(C)C(=O)Nc1ccc2c(c1)OCO2,1,11,-1.2,-3[16.7 µM],2,0,-1,3
O=C(CCC(=O)N1CCOc2ccccc21)NC1CCN(Cc2ccccc2)CC1,0,-17,.,1,-8,2,3,-10
Cc1cccc(S(=O)(=O)N[C@H]2CC[C@@H](CCNC(=O)Nc3cc(F)ccc3F)O[C@H]2CO)c1,-5,4,-0.3,.,-3,-3,-4,17
CC(C)CC(C(=O)N1CCc2ccccc2C1)N1C(=O)c2ccccc2C1=O (configuration not stated),5,.,.,15,-5,.,1,4
O=C(COc1ccc(Cl)cc1)NCc1nnc(SCC(=O)N2CCCc3ccccc32)o1,-2,.,.,-6,1,.,4,-6
CCc1cccc(C)c1NC(=O)C1CCCN1C(=O)NCc1ccccc1 (configuration not stated),1,-8,5.0,-2,7,-2,-6,5
C/C=C/[C@@H](CC(=O)N1Cc2ccccc2C[C@H]1CO)[Si](C)(C)c1ccc(OC)cc1,4,8,.,.,-8,4,0,-24
Cc1cccc(N2CCN(c3nnnn3-c3ccccc3)CC2C)c1 (configuration not stated),0,.,.,-5,-1,.,-9,5
CC(C)C(=O)Nc1sc2c(c1C(N)=O)CCN(Cc1ccccc1)C2,0,-7,.,-4,2,2,-2,.
CC1CCN(C(=O)COc2ccc(S(=O)(=O)N3CCCC3)cc2)CC1,19,-7,.,-13,1,0,1,3
COc1ccc(NC(=O)NNC(=O)c2cc3occc3n2C)c(OC)c1,-1,-5,.,-4,-6,0,0,-6
O=S(=O)(Nc1ccc(-c2nc3ccccc3o2)cc1)c1ccccc1,0,.,-0.1,-1,-9,.,3,7
c1ccc(CNc2cccnc2)cc1,1,-13,0.1,.,-2,-2,-6,.
S=C(NCc1ccccc1)NCc1cccc(CNC(=S)NCc2ccccc2)c1,-1,-4,0.4,.,14,-1,-8,.
CC1(C)C2CCC1(CS(=O)(=O)NCc1ccc(C(F)(F)F)cc1)C(=O)C2 (configuration not stated),3,-6,1.3,3,-2,-1,10,17
Cc1ccc(S(=O)(=O)CC(O)COc2ccc(C#N)cc2)cc1 (configuration not stated),1,-5,3.8,-17,-6,-6,2,.
CC#CC[N+](C)(C)CCCCCCCCCCCC,0,29,1.0,.,9,42*,-10,.
CC(=O)Nc1n[nH]c(S(=O)(=O)Cc2ccc(Cl)cc2Cl)n1,-3,.,.,16,4,.,4,-9
CCc1nnc(NC(=O)CN2CCN(Cc3cccc(Cl)c3)CC2)s1,0,-9,0.2,.,-11,-4,3,.
O=C(O)c1ccc(OS(=O)(=O)c2ccc(Cl)s2)c(Cl)c1,1,-8,0.1,1,1,0,4,3
Cc1cc(Oc2ccc(C#N)cc2)nc(NCc2ccccc2)n1,-1,.,.,-6,-3,.,0,9
C[C@H](CO)N1C[C@H](C)[C@H](CN(C)Cc2ccc(-c3ccccc3)cc2)Oc2ccc(NC(=O)Nc3ccc4c(c3)OCO4)cc2C1=O,3,31,2.6,-4[16.7 µM],0,0,-1,-7
CCc1nc(C)c(-c2ccccc2)c(=O)[nH]1,4,.,.,0,-5,.,-3,5
COc1ccc(C(=O)NCCc2ccccn2)cc1S(=O)(=O)Nc1ccc(Br)cc1,2,-27,0.1,.,-5,-4,1,.
CNS(=O)(=O)c1cccc(C(=O)OCC(=O)Nc2sc3c(c2C#N)CCCCC3)c1,.,-22,.,8,.,-4,.,4
O=C(NCc1ccccn1)[C@@H]1[C@@H](CO)[C@@H]2Cn3c(ccc(C4=CCCC4)c3=O)[C@H]1N2Cc1cccnc1,-3,-43,-1.4,.,0,4,0,.
O=C(Cc1coc2ccc3ccccc3c12)NCc1ccccc1,0,-12,.,9,-2,-2,2,0
Cc1cc(C)c(S(=O)(=O)NCc2ccccn2)cc1C,3,-11,.,101*,-2,-3,3,.
O=C(CN1CCN(S(=O)(=O)c2ccc(Cl)cc2)CC1)Nc1ccc2c(c1)CCC2,6,-17,.,-8,4,-2,-15,.
CC(=O)NCCc1nc2cc(NC(=O)COc3cccc(C)c3)ccc2n1C,3,-13,0.0,-1,4,0,-3,17
CCOC(=O)c1ccc(NC(=O)CN2CCN(c3ccccc3)CC2)cc1,2,.,.,-4,2,.,-21,-1
COc1ccc2c(c1)c1c(n2C)[C@@H]2CC=C(CO)[C@@H](C1)N2C,0,-47,0.2,.,-10,0,3,.
